AmpC inh no detg: qHTS Inhibitors of AmpC Beta-Lactamase (assay without detergent) | P00811 | hit rate 0.52% among 330,000 | AmpC nitrocefin hydrolysis, absorbance 480 nm, 0.0001% Triton | Potency, µM (series often up to 57.1 µM), for inactives: top-dose activity change, negative = inhibition, usual class: inhibitors;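 note: potency is the fitted concentration of half-maximal effect; plate controls were no compound for no effect and no enzyme for full effect; nearly all actives have a fitted effect of over 20% in size; some results filed as inactive show a strong effect at the top dose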
Target sequence (P00811 whole entry, looked up): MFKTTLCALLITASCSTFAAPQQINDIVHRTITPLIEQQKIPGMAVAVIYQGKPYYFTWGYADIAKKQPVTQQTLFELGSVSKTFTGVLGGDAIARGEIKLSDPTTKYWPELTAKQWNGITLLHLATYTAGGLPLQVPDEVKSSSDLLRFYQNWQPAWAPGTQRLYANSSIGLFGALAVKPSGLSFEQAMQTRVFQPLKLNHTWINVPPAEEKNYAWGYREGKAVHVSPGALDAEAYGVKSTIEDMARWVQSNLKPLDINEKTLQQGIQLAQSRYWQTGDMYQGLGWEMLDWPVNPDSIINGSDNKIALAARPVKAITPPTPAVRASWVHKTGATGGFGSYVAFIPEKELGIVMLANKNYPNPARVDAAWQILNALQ
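AmpC (5.3 nM in the dispensed reagent) in 20 mM phosphate pH 7.0 with 0.01% (detergent screen) or 0.0001% Triton X-100 was preincubated with compounds for 15 min at room temperature. Nitrocefin was then added from an 800 uM solution, and hydrolysis was followed at 480 nm.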
HCV inhibitor: qHTS Assay for Inhibitors of Hepatitis C Virus (HCV) | Huh7.5.1 HCVcc-Cre infection, luciferase reporter, 44 h | Potency, µM (series often up to 41.8 µM), for inactives: at the highest dose activity change, negative = inhibition, usual class: inhibitors | hit rate 3.4% among 340,000; note: potency is the fitted concentration of half-maximal effect
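Seed cells (1,000/well) for 4 h; treat with compound and infect with HCVcc-Cre, moi about 0.5. Incubate 44 h, then detect luciferase activity.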
AmpC inh detg: qHTS Inhibitors of AmpC Beta-Lactamase (assay with detergent); P00811; AmpC hydrolysis of nitrocefin, absorbance 480 nm, 0.01% Triton; Potency, µM (doses to about 114 µM), for the others: at the top dose activity change, negative = inhibition, hits mostly inhibitors; hit rate 0.041% among 370,000; AID 485294, 2010;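 note: potency is the fitted concentration of half-maximal effect; 0% = no-compound wells and -100% = no-enzyme wells; nearly all actives have a fitted effect of over 25% in size; some results filed as inactive show a strong effect at the top dose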
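20 mM phosphate pH 7.0 + 0.01% (detergent screen) or 0.0001% Triton X-100; 5.3 nM AmpC reagent; cpd preinc 15 min RT; nitrocefin (800 uM stock) to start; A480 q20 s × 4 min; Activity was normalised to no-enzyme and no-compound control wells.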
HCMV antiviral: qHTS Assay for inhibitors of the human cytomegalovirus (HCMV); activity change, negative = inhibition, % at 57.5 µM; HFF cells, HCMV-luciferase reporter, 72 h; stronger effect = lower value; hit rate 4.5% among 410,000; in the data active = activity change below about -60%; inconclusive = no clear call, values can overlap the other calls; inactive = above about -39%
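Inhibition of viral replication was scored as loss of reporter luminescence in HFFs infected with HCMV-luciferase (MOI 1 PFU/cell) for 72 h; compounds tested at 2 doses, normalized to buffer and Salinomycin controls.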
Sm TGR block: qHTS Assay for the Inhibitors of Schistosoma Mansoni Peroxiredoxins. purified TGR, DTNB reduction, TNB absorbance 405 nm. Potency, µM (titrated, usually from 114 µM), for the others: top-dose activity change, negative = inhibition, hits mostly inhibitors. hit rate 3% among 360,000. AID 485364, 2010; note: potency is the fitted concentration of half-maximal effect; nearly all actives have a fitted effect of over 60% in size
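First, TGR (20 nM dispensed) and NADPH were mixed with compound. Second, a 15 min room-temperature incubation followed. Third, further NADPH and then DTNB were added to start the reaction. Finally, TNB absorbance was monitored kinetically.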
FBPA Giardia inh: qHTS Assay for Inhibitors of Fructose-1,6-bisphosphate Aldolase from Giardia Lamblia. A8B2U2. purified Giardia FBPA. Potency, µM (highest dose often 59.6 µM), for the others: at the top dose activity, negative = inhibition, usual class: inhibitors. hit rate 0.71% among 290,000. AID 2451, 2010; note: potency is the fitted concentration of half-maximal effect; nearly all actives have a fitted effect of over 55% in size
Target sequence (A8B2U2 whole entry, looked up): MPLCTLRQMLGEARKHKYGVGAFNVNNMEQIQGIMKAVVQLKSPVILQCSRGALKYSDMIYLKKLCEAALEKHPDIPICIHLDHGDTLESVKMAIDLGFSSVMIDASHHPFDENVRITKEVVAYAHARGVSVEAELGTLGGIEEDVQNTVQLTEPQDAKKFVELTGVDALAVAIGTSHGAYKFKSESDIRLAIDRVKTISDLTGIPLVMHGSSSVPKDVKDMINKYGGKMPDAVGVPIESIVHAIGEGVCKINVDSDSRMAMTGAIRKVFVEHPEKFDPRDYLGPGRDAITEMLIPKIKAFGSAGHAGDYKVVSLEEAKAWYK
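Giardia FBPA (40 nM reagent) was preincubated 10 min at RT with compound (up to 57.5 uM final), then substrate plus GAPDH/TPI/NAD/arsenate coupling system with diaphorase/resazurin was added; resorufin fluorescence (525/598 nm) was read after 20 min.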
* = called active by the depositor; ? = inconclusive; . = not tested or not shown; & = joins results of further samples; [ ] = remark or other dose. Unless noted, calls come from the whole dose curve; as a rule, active = well fitted curve in the direction sought with a large enough effect; inconclusive = small, poorly fitted or top-dose-only effect, or another doubt; inactive = no such curve, though single readings can be large; an effect the other way counts as inactive or inconclusive. Unless noted, % is set by controls: 0 for no effect and ±100 for the full control effect.

[1] COc1ccc(-c2ccc3ccccc3n2)cc1
[2] CCN(CC)C(=O)COc1ccc(-c2nnc(Nc3ccc(OC)c(C(=O)NC)c3)c3ccccc23)cc1
[3] COc1cc2c(cc1OC)CN(C(=O)c1ccco1)CC2
[4] CC(=O)Nc1ccc2nc(CN3CCC(CO)(CCc4ccccc4)CC3)ccc2c1
[5] CCCOc1ccccc1OCC(=O)Nc1ccc(S(=O)(=O)N2CCCC2)cc1

entry no.,1,2,3,4,5
AmpC inh no detg,-2%,84%[activator],17%,59%,-19%
HCV inhibitor,?,-19%,16%,-11%,10µM*
AmpC inh detg,-5%,-4%&14%,2%,3%,1%
HCMV antiviral,42,29&29,19,-12,-17
Sm TGR block,0%,3%&2%,?,?,2%
FBPA Giardia inh,-5%,-1%,1%,-1%,.

[6] Cc1cc(S(=O)(=O)Cc2noc(-c3c(C)noc3C)n2)c(C)cc1Cl
[7] COc1ccc(Nc2c(-c3ccco3)nc3cccc(C)n23)cc1
[8] COc1ccc2nc(N3CCCCC3)c(C#N)cc2c1
[9] C(=N\Nc1ccccn1)/c1ccc(N2CCOCC2)cc1
[10] CCCCCCNS(=O)(=O)c1ccc(NC(=O)C2CCCO2)cc1 (configuration not stated)

entry no.,6,7,8,9,10
AmpC inh no detg,-1%,?,2%,-7%,-17%
HCV inhibitor,-26%,-13%,-29%,-24%,?
AmpC inh detg,8%,-12%&18%,-14%,1%,-5%
HCMV antiviral,-8,8&-7,130,-8,?
Sm TGR block,1%,-11%&-1%,-10%,2%,-11%
FBPA Giardia inh,-7%,-1%,18µM*,0%,3%

Record cards (already shown). Values in the order: AmpC inh no detg, HCV inhibitor, AmpC inh detg, HCMV antiviral, Sm TGR block, FBPA Giardia inh
CCCCCCNS(=O)(=O)c1ccc(NC(=O)C2CCCO2)cc1 (configuration not stated) reads -17%, ?, -5%, ?, -11%, 3%
COc1ccc(Nc2c(-c3ccco3)nc3cccc(C)n23)cc1 reads ?, -13%, -12%&18%, 8&-7, -11%&-1%, -1%
C(=N\Nc1ccccn1)/c1ccc(N2CCOCC2)cc1 reads -7%, -24%, 1%, -8, 2%, 0%
COc1ccc2nc(N3CCCCC3)c(C#N)cc2c1 reads 2%, -29%, -14%, 130, -10%, 18µM*

The results go on.
[11] Cc1ccc(NS(=O)(=O)c2cc(C(=O)N3CCCC3)ccc2C)cc1C
[12] CCOc1ccc(NC(=O)C2CCC(N3C(=O)C4CC=CCC4C3=O)CC2)cc1 (configuration not stated)
[13] Cc1cc(C)cc(C(=O)NCC(=O)OCC(=O)N2CCCCC2)c1
[14] Cc1ccc(C)c(N(CC(=O)NCc2ccc3c(c2)OCO3)C(=O)CCC(=O)Nc2ccccn2)c1
[15] CCC1CCCCN1CCCNC(=O)c1ccc2c(c1)N(Cc1cccc(Cl)c1)C(=O)c1ccccc1S2(=O)=O (configuration not stated)

entry no.,11,12,13,14,15
AmpC inh no detg,-10%,34%,-13%,28%,.
HCV inhibitor,-29%,?,11%,4%,.
AmpC inh detg,1%,-20%,4%,?,-2%
HCMV antiviral,-25,-7,-20,-19,-98*
Sm TGR block,-21%,-1%,0%,?,6%
FBPA Giardia inh,-7%,-4%,12%,4%,.

[16] O=C(c1nn2c(C(F)(F)F)cc(-c3ccc(F)cc3)nc2c1Cl)N1CCOCC1
[17] COCCCNC(=O)c1c(N)n(-c2cccc(S(N)(=O)=O)c2)c2nc3ccccc3nc12
[18] COc1ccc(/C(C)=N\NC(=O)C(c2ccncc2)N2CCOCC2)cc1 (configuration not stated)
[19] COc1ccc(-c2csc(N)n2)cc1F
[20] O=C(Nc1ccc(S(=O)(=O)N2CCCC2)cc1)C1CCCCC1

entry no.,16,17,18,19,20
AmpC inh no detg,2%,141%[activator],-17%,-9%[11.4 µM],-29%
HCV inhibitor,?,-30%&-11%,-6%,5%,-19%
AmpC inh detg,?,2%,-3%,-8%,1%
HCMV antiviral,-27,-31,4,7,29
Sm TGR block,-6%,6%,2%,0%,-9%
FBPA Giardia inh,-5%,-16%,0%,2%,-3%

[21] O=C(CN1C(=O)NC(Cc2c[nH]c3ccccc23)C1=O)Nc1cccc(S(=O)(=O)N2CCOCC2)c1 (configuration not stated)
[22] Cc1cc([N+](=O)[O-])nn1Cc1ccc(F)cc1
[23] O=C(C[C@H]1C/C=C\CC[C@@H](Cc2ccc(F)cc2)C(=O)OCCNC1=O)NCCO
[24] O=C1C2C3C=CC(C3)C2C(=O)N1c1ccc(-c2nc3ccccc3o2)cc1 (configuration not stated)
[25] c1ccc2c(c1)ccc1nnc(SCc3ccc4c(c3)OCO4)n12

entry no.,21,22,23,24,25
AmpC inh no detg,-17%,-4%,125%[activator],-8%,6%
HCV inhibitor,0%,-22%,12%,-22%,-10%
AmpC inh detg,-8%,4%,.,?,-15%
HCMV antiviral,-8,6,-14,1,?
Sm TGR block,8%,10%,.,-24%,0%
FBPA Giardia inh,0%,2%,.,-5%,-16%

[26] O=C(/C=C(\O)c1ccccc1)C(=O)NNC(=O)c1ccccc1[N+](=O)[O-]
[27] COc1ccc2oc(=O)c(-c3nnc(-c4ccc(C)cc4)o3)cc2c1
[28] Cc1ccc(Cn2cc(C=O)c3ccccc32)cc1
[29] O=C(CNC(=O)c1ccc(S(=O)(=O)N2CCCC2)cc1)N/N=C/c1ccc(Cl)cc1Cl
[30] CC(=O)Nc1ccc(S(=O)(=O)N(C)CC(=O)OCC(=O)c2ccc3c(c2)NC(=O)CO3)cc1

entry no.,26,27,28,29,30
AmpC inh no detg,-45%,.,-18%,-56%,-11%
HCV inhibitor,15%,.,-11%,?,15%
AmpC inh detg,?,-4%,1%,?,3%
HCMV antiviral,30,-17,-29,?,-3
Sm TGR block,-1%,-19%,2%,-14%,13%
FBPA Giardia inh,?,.,5%,9%,.

[31] Cc1ccc(C(=O)NCC(=O)OCC(=O)NC2CCCCCCC2)cc1
[32] Cc1cc(C)c(C(N)=O)c(SCC(=O)c2ccc(Cl)cc2)n1
[33] Cc1ccc(N(CCCCN2C(=O)c3ccccc3C2=O)C(=O)c2ccc(Cl)s2)cc1
[34] COC(=O)c1ccc(C(=O)OC)c(NC(=O)c2c(-c3ccccc3)noc2C)c1
[35] CCOc1ccccc1N(CC(=O)NCCSCc1ccco1)S(=O)(=O)c1ccccc1

entry no.,31,32,33,34,35
AmpC inh no detg,-12%,-5%,-25%,.,-10%
HCV inhibitor,-5%,-11%,?,.,13µM*
AmpC inh detg,6%,1%,?,?,?
HCMV antiviral,-5,-7,-62*,-2,-15
Sm TGR block,1%,-18%,-13%,-4%,40µM*
FBPA Giardia inh,.,-1%,4%,.,1%

An excerpt from above with just HCV inhibitor and AmpC inh detg.
entry	SMILES	HCV inhibitor	AmpC inh detg
32	Cc1cc(C)c(C(N)=O)c(SCC(=O)c2ccc(Cl)cc2)n1	-11%	1%
33	Cc1ccc(N(CCCCN2C(=O)c3ccccc3C2=O)C(=O)c2ccc(Cl)s2)cc1	?	?
34	COC(=O)c1ccc(C(=O)OC)c(NC(=O)c2c(-c3ccccc3)noc2C)c1	.	?
35	CCOc1ccccc1N(CC(=O)NCCSCc1ccco1)S(=O)(=O)c1ccccc1	13µM*	?

Remaining list, next part:
[36] Cc1cccc(C(=O)NC(=S)Nc2ccccc2C(F)(F)F)c1
[37] C[C@@H]1CC=C[C@H]2[C@H]1C(=O)N(Cc1ccccc1)[C@H]2c1ccoc1
[38] CCN(CC)C(=O)c1[nH]cnc1C(=O)N[C@@H](Cc1ccccc1)C(=O)OCc1ccccc1
[39] COc1ccc(NC(=O)CCNC(=O)Cn2ccc3ccccc3c2=O)c(OC)c1
[40] O=C(COC(=O)CNC(=O)c1ccccc1)NCCCc1ccccc1

entry no.,36,37,38,39,40
AmpC inh no detg,-30%,15%,75%[activator],-1%,-7%
HCV inhibitor,?,-14%,12%,3%&12%,1%
AmpC inh detg,-12%,-11%,7%,2%,.
HCMV antiviral,12,-30,-18,-22,-18
Sm TGR block,-31%,20µM*,4%,0%,.
FBPA Giardia inh,-4%,-2%,-7%,-2%,.

[41] CN(C)C=NC(=O)c1cc2c(n(-c3ccccc3)c1=O)CC(C)(C)CC2=O
[42] O=C(N/N=C/c1cccnc1)c1ccc([N+](=O)[O-])cc1Cl
[43] Cc1ccc(-c2onc(C)c2C)cc1S(=O)(=O)N1CCN(c2ccccc2F)CC1
[44] COc1cccc(NC(=O)Cn2c(-c3cncs3)nc3ccccc32)c1
[45] CC(C)=CC(=O)O[C@H]1[C@@H]2[C@H](C)C(=O)O[C@@H]2C[C@@H](C)[C@@H]2[C@@H](O)CC(=O)[C@]21C

entry no.,41,42,43,44,45
AmpC inh no detg,.,-7%,.,?,-15%
HCV inhibitor,.,10%,.,13%,20%
AmpC inh detg,1%,2%,0%,2%,1%
HCMV antiviral,5,11,?,-3,?
Sm TGR block,-4%,-21%,-2%,2%,-16%
FBPA Giardia inh,.,0%,.,4%,3%

[46] Cc1ccc(S(=O)(=O)NCC(c2ccc(N(C)C)cc2)N2CCOCC2)cc1 (configuration not stated)
[47] CCCCCCCCCCCCN1C/C(=C\C(=O)OCC)c2ccccc2S1(=O)=O
[48] CC(C)Cc1[nH]c(=O)c(C#N)c2c1COC(C)(C)C2
[49] COc1ccccc1C(=O)Nc1cc2cc(Br)ccc2oc1=O
[50] O=C(NN=C1CCCC1)c1ccc(Cl)cc1

entry no.,46,47,48,49,50
AmpC inh no detg,.,-10%,-17%,-18%,-39%
HCV inhibitor,.,11%,-1%,2%,15%
AmpC inh detg,4%,-8%,?,-7%,-6%
HCMV antiviral,-14,-6,-17,109,?
Sm TGR block,-6%,-19%,10%,-1%,0%
FBPA Giardia inh,.,-12%,12%,8%,9%

[51] CN(CC(=O)Nc1cc(Cl)ccc1Cl)C1CCS(=O)(=O)C1 (configuration not stated)
[52] O=C(C1CCN(C2CC(=O)N(Cc3ccccc3)C2=O)CC1)N1CCCCCC1 (configuration not stated)
[53] COc1ccc(C2C(C(=O)c3ccco3)=C(O)C(=O)N2c2nnc(C)s2)cc1OC (configuration not stated)
[54] O=C(Nc1ccccc1)c1ccccc1NC(=O)C1CCCCC1
[55] O=C(Nc1ccc(Cl)c(S(=O)(=O)N2CCCCC2)c1)c1ccncc1
[56] O=S1(=O)CCC(NCC2CCCO2)C1 (configuration not stated)
[57] COc1cc(-c2noc(C3CCCN(C(=O)c4ccccc4)C3)n2)cc(OC)c1OC (configuration not stated)

entry no.,51,52,53,54,55,56,57
AmpC inh no detg,-11%,118%[activator],-15%,-34%,1%,-2%,95%[activator]
HCV inhibitor,-1%,4%,12%,-15%,8.9µM*,18%,-2%
AmpC inh detg,4%,-3%,-4%,-1%,-12%,-5%,?
HCMV antiviral,11,-22,-25,-23,-77*,25,28
Sm TGR block,2%,22µM*,-6%,4%,-8%,9%,6%
FBPA Giardia inh,.,1%,-12%,0%,.,-1%,-1%

Screening data: PubChem BioAssay, National Center for Advancing Translational Sciences (NCATS)
